Source: PubChem
NCI-60 one-dose screen, 48 h, at 10 µM unless noted. Numbers give growth in % (100 = growth as untreated, 0 = no growth, -100 = all killed).
ACHN = ACHN renal cancer. 81,000 tested, 4.9% active. AID 1794771
NCI-H460 = NCI-H460 lung cancer | 82,000 tested, 6.8% active | AID 1794736
NCI-H23 = NCI-H23 lung cancer. 80,000 tested, 4% active. AID 1794731
A498 = A498 renal cancer cells | 76,000 tested, 5.4% active | AID 1794774
NCI-H226 = NCI-H226 lung cancer; 79,000 tested, 3.5% active
NCI/ADR-RES = NCI/ADR-RES ovarian cells; 81,000 tested, 4.4% active
CAKI-1 = CAKI-1 renal cancer. 75,000 tested, 4.7% active
NCI-H522 = NCI-H522 lung cancer | 78,000 tested, 8% active | AID 1794739
RXF 393 = RXF 393 renal cancer cells; 77,000 tested, 6.9% active; AID 1794773
* hit, by the source's call; · = no result given. Rule for the calls: active = growth percent below 10; inactive = the rest.

SMILES	ACHN	NCI-H460	NCI-H23	A498	NCI-H226	NCI/ADR-RES	CAKI-1	NCI-H522	RXF 393
CCc1nnc(NC(=O)c2cc(-c3cc(Cl)ccc3Cl)oc2C)s1	20	17	74	53	67	52	51	78	66
O=C(Cc1ccccc1Cl)c1ccccc1	98	106	99	97	100	108	98	110	121
CC(C)CCC[C@@H](C)[C@H]1CC[C@H]2[C@@H]3CC=C4C[C@@H](O)CC[C@]4(C)[C@H]3CC[C@]12C	95	109	102	126	117	89	81	·	114
O=C(Cc1ccccc1)N/N=C\c1ccccc1	101	110	104	99	104	108	108	69	107
O=C(/C=C/Nc1ccc2oc(=O)ccc2c1)c1cc2cc(Br)ccc2oc1=O	107	114	99	144	101	109	93	101	121
S=c1nn[nH]n1C1CCCCC1	109	96	111	88	102	112	108	117	148
Cc1ccc2c(c1)c(=O)n(-c1ccccc1)c1nnc(Nc3ccccc3)n21	88	102	84	·	90	83	69	100	89
CC(C)CCSc1nc(NNC(N)=S)c(C#N)c(-c2ccccc2)n1	85	97	97	74	93	90	75	87	·
COC(=O)C(Cc1cn(C(C)=O)c2ccccc12)P(=O)(OC)OC (stereo not given)	100	98	98	115	91	95	102	103	116
Cn1c(=O)cc(OCC(=O)N/N=C/c2ccccc2)c2ccccc21	94	104	100	105	99	105	88	96	121
CC(C)COC(=O)N1CCCC1	107	116	107	105	111	118	·	92	131
COc1ccc(/C=C\[C@H]2O[C@@H](C)[C@H](O)[C@@H]2O)cc1	106	108	101	·	98	109	96	99	107
Nc1nc2ncc(N[C@@H](Cc3ccccc3)C(=O)O)nc2c(=O)[nH]1	113	108	99	90	96	103	96	102	122
COc1c(O)c(O)cc2c3c(oc12)CC(C(C)C)CC3=O (stereo not given)	28	30	80	101	92	74	85	64	104
O=C1N(Cc2cccc(F)c2)c2ccccc2S(=O)(=O)N1c1cccnc1Cl	101	93	101	108	106	108	97	91	129
O=C(c1nc2ccccc2[nH]1)C1[C@@H](c2cccc(O)c2)C2CC3CCCCC3N2[C@@]12C(=O)Nc1cc(Cl)ccc12 (stereo not given in full)	30	13	49	53	·	85	80	52	2.0*
O=C(NC(C(=O)NO)c1ccc(-c2cc(F)c(F)c(F)c2)cc1)c1ccc(O)c(F)c1 (stereo not given)	99	99	95	94	105	96	92	78	84
Cc1ccccc1OCC(O)CN1CCCCC1 (stereo not given)	107	109	110	98	98	115	·	108	126
NS(=O)(=O)c1ccc(Cn2c(SCC(=O)N/N=C/c3ccccc3O)nc3ccccc3c2=O)cc1	72	49	63	·	57	98	54	-1.3*	72
COc1cc2c3c(c(=O)oc2cc1OS(C)(=O)=O)CCCCCC3	81	102	95	44	91	71	·	81	94

2 entries from above, set out differently:
Compound,ACHN,NCI-H460,NCI-H23,A498,NCI-H226,NCI/ADR-RES,CAKI-1,NCI-H522,RXF 393
COC(=O)C(Cc1cn(C(C)=O)c2ccccc12)P(=O)(OC)OC (stereo not given),100,98,98,115,91,95,102,103,116
Cn1c(=O)cc(OCC(=O)N/N=C/c2ccccc2)c2ccccc21,94,104,100,105,99,105,88,96,121

More compounds:
SMILES	ACHN	NCI-H460	NCI-H23	A498	NCI-H226	NCI/ADR-RES	CAKI-1	NCI-H522	RXF 393
CCCCC1CCc2cccc3c(SCC(=O)N(C)c4cccc(Br)c4)cc[n+]1c23 (stereo not given)	106	113	101	106	·	109	99	104	123
N/C(=N/S(=O)(=O)c1ccc(N)cc1)c1ccccc1	101	107	100	75	91	103	99	69	105
O=C(O)C(O)C(O)C(O)C(=O)CO (stereo not given)	105	113	98	73	83	99	99	91	107
O=Cn1nc(-c2ccc(Br)cc2)cc1-c1ccccn1	104	102	94	93	85	101	91	101	99
CNC(=O)c1c(NC(=O)c2ccc(F)cc2)sc2c(CN(C)C)c(O)ccc12	88	102	98	54	95	90	73	88	87
O=C(O)c1ccc(Cl)cc1[N+](=O)[O-]	115	100	105	86	105	101	97	111	111
Oc1ccc(/C=C2\SCc3cc4ccc(O)cc4[o+]c32)c(O)c1	105	106	102	114	104	110	100	97	·
CN1CCCc2cc(/C=C3\SC(=S)N(c4cccc(C(=O)O)c4)C3=O)ccc21	101	102	90	89	92	101	94	89	93
COc1ccc(NC(=O)CSc2ccc(-c3ccc(Br)cc3)nn2)cc1	107	104	104	105	97	100	98	95	·
CC1CC2=C(CC1CNCCCN(C)C)C(C)(C)CCC2 (stereo not given)	47	43	87	100	·	70	80	57	89
COc1ccc(Cn2cc3c(c2-c2cc(OC)c(OC)c(OC)c2)CCc2cnoc2-3)cc1OC	84	86	86	·	95	60	65	49	103
O=C(CN1CCN(c2cc(=O)n(-c3ccccc3)c3ccccc23)CC1)Nc1cccc(C(F)(F)F)c1	58	58	56	53	57	65	57	57	62
COc1ccc(-c2oc(-c3ccc(OC)cc3)c3ccccc23)cc1	·	102	96	89	74	103	·	64	104
CCCc1cc(=O)[nH]c(SC(C)c2nc3sc(C(=O)OCC)c(C)c3c(=O)[nH]2)n1 (stereo not given)	96	84	90	108	95	98	101	86	100
CC(=O)Nc1ccc(-n2cnc3cc(-c4ccc(O)cc4)ccc32)c(F)c1	29	64	64	142	68	58	57	70	53
O=C1COCCN1c1ccc(Nc2nc(Cl)nc(OCCCl)n2)cc1	105	106	79	120	101	104	100	58	105
CCc1ccc(Cc2ccccc2)cc1	109	108	106	104	101	108	98	100	113
CC(C)CC(C(=O)O)n1c(O)c(C=C2N=c3ccccc3=N2)sc1=S (stereo not given)	102	99	100	102	94	103	87	98	99
CCOP(=O)(OCC)/C(=C\n1ccc(=O)[nH]c1=S)C(=O)OC	102	109	97	100	94	98	103	99	106
COC(=O)[C@@H](Cc1c[nH]c2ccccc12)NC(=O)CCCCOc1cc(O)c2c(=O)cc(-c3ccccc3)oc2c1	92	94	35	70	89	81	72	87	77
CC1(C)CC(=O)C=C(N)C1	107	121	88	85	103	83	85	90	94
O=C(CSSCC(=O)c1ccc(Cl)cc1)c1ccc(Cl)cc1	82	36	80	·	89	-13*	96	58	100
CC1=CC(C)(C)Nc2ccccc21	110	109	101	75	94	106	105	95	112
COc1ccc(C2Sc3ccccc3NC3=C2C(=O)c2ccccc23)cc1 (stereo not given)	105	102	97	82	·	94	93	92	96
COc1cc(NS(C)(=O)=O)ccc1Nc1c2ccc(Cl)cc2nc2c(OC)cccc12	-46*	-47*	-24*	-9.0*	-37*	26	-37*	-6.0*	-11*
C#CCn1cnc2c(Nc3cccc(NC(=O)CCl)c3)ncnc21	23	22	38	79	51	49	30	-19*	55
O=C(/C=C/Nc1nccs1)c1ccc(N=Cc2c(O)[nH]c3ccccc23)cc1	105	93	74	113	99	108	69	98	136
COc1ccc(/C=N/N2C(=O)c3ccccc3C2=O)cc1OC	100	107	100	97	104	99	104	81	117
CC1=NC2=Nn3c(c4cnn(-c5ccccc5)c4n/c3=N\N)NN2C(c2ccccc2)=C1	86	89	88	91	91	98	76	89	74
CC(=O)N1N=C(c2ccc(Nc3nc(Nc4ccc(F)cc4)nc(Nc4ccc(F)cc4)n3)cc2)CC1c1cccc([N+](=O)[O-])c1 (stereo not given)	93	102	79	79	101	67	124	77	81
O=c1[nH]c(Cc2ccccc2)c(Br)c(=O)[nH]1	97	104	104	50	95	109	98	102	101
Cc1cc2c(cc1C)C(=O)CCC2	97	110	95	120	91	98	67	40	100
CCCCC/C=C/C(=O)CCc1ccc(O)c(OC)c1	103	97	89	·	88	·	·	61	75
Brc1ccc(Nc2nnc(-c3ccco3)o2)cc1	100	108	98	89	102	105	96	90	102
C/C(=N\Nc1cc(C)c2cc(C)ccc2n1)c1ccccn1	-100*	-69*	10	21	-5.2*	1.1*	-16*	-94*	-88*
O=c1c2ccccc2nc(-c2ccccc2)n1Cc1nc2ccccc2s1	100	103	90	117	90	102	·	71	105
COc1cc(NC(=O)[C@@H]2CCC(=O)N2)cc(OC)c1	95	106	93	81	·	96	85	67	108
CC(=O)c1c2c(c3ccc4c5ccccc5ccc4n13)C(=O)c1ccccc1C2=O	76	28	68	189	55	96	86	92	60
COc1ccc(/C=N/Nc2ccnc3c(OC)cccc23)c2cccnc12	108	109	96	84	102	110	97	98	75
CCSc1nnc2c(/C=C/c3ccc(OC)cc3)nc3ccccc3n12	85	101	·	99	92	97	77	70	101
COS(=O)(=O)c1cccc2c(S(=O)(=O)OC)cccc12	101	101	·	112	103	112	114	99	112
Clc1nnc(NC2CCCCC2)c(Cl)c1Cl	11	58	78	123	102	84	67	43	89
CCNC(=S)NNC=O	101	102	108	98	102	109	90	100	110
N#CC(NC(N)=O)c1ccccc1 (stereo not given)	107	106	101	95	107	100	94	84	108
Cn1ccc(Cc2cnc(N)s2)n1	100	106	101	94	99	102	94	84	107
COc1cc(C=C2C(=O)NC(=S)NC2=O)cc(CN2CCN(C)CC2)c1O	105	111	106	110	102	107	96	111	105
CN(C)CCCN1c2nc3ccccc3cc2Sc2cc3ccccc3nc21	-100*	-89*	-34*	-6.0*	40	-23*	-17*	-68*	·
COc1ccc(NC(=O)[C@H](CCC(=O)OC(C)(C)C)NC(=O)OC(C)(C)C)cc1C(=O)Nc1cccc(C2CC(=O)c3c(cc(OC)c(OC)c3OC)O2)c1 (stereo not given in full)	94	116	103	122	89	99	77	84	104
COc1ccc(C[C@H](N)C(=O)N[C@@H]2[C@@H](CO)OC(n3cnc4c(N(C)C)ncnc43)[C@@H]2O)cc1 (stereo not given in full)	·	-67*	-39*	-66*	-65*	93	43	-69*	-87*
OB(O)c1ccc(B(O)O)cc1	109	·	110	·	104	108	·	106	113

By substructure, those above containing four or more nitrogen atoms.
SMILES	ACHN	NCI-H460	NCI-H23	A498	NCI-H226	NCI/ADR-RES	CAKI-1	NCI-H522	RXF 393
S=c1nn[nH]n1C1CCCCC1	109	96	111	88	102	112	108	117	148
Cc1ccc2c(c1)c(=O)n(-c1ccccc1)c1nnc(Nc3ccccc3)n21	88	102	84	·	90	83	69	100	89
CC(C)CCSc1nc(NNC(N)=S)c(C#N)c(-c2ccccc2)n1	85	97	97	74	93	90	75	87	·
Nc1nc2ncc(N[C@@H](Cc3ccccc3)C(=O)O)nc2c(=O)[nH]1	113	108	99	90	96	103	96	102	122
O=C(c1nc2ccccc2[nH]1)C1[C@@H](c2cccc(O)c2)C2CC3CCCCC3N2[C@@]12C(=O)Nc1cc(Cl)ccc12 (stereo not given in full)	30	13	49	53	·	85	80	52	2.0*
NS(=O)(=O)c1ccc(Cn2c(SCC(=O)N/N=C/c3ccccc3O)nc3ccccc3c2=O)cc1	72	49	63	·	57	98	54	-1.3*	72
O=C(CN1CCN(c2cc(=O)n(-c3ccccc3)c3ccccc23)CC1)Nc1cccc(C(F)(F)F)c1	58	58	56	53	57	65	57	57	62
CCCc1cc(=O)[nH]c(SC(C)c2nc3sc(C(=O)OCC)c(C)c3c(=O)[nH]2)n1 (stereo not given)	96	84	90	108	95	98	101	86	100
O=C1COCCN1c1ccc(Nc2nc(Cl)nc(OCCCl)n2)cc1	105	106	79	120	101	104	100	58	105
C#CCn1cnc2c(Nc3cccc(NC(=O)CCl)c3)ncnc21	23	22	38	79	51	49	30	-19*	55
O=C(/C=C/Nc1nccs1)c1ccc(N=Cc2c(O)[nH]c3ccccc23)cc1	105	93	74	113	99	108	69	98	136
CC1=NC2=Nn3c(c4cnn(-c5ccccc5)c4n/c3=N\N)NN2C(c2ccccc2)=C1	86	89	88	91	91	98	76	89	74
CC(=O)N1N=C(c2ccc(Nc3nc(Nc4ccc(F)cc4)nc(Nc4ccc(F)cc4)n3)cc2)CC1c1cccc([N+](=O)[O-])c1 (stereo not given)	93	102	79	79	101	67	124	77	81
C/C(=N\Nc1cc(C)c2cc(C)ccc2n1)c1ccccn1	-100*	-69*	10	21	-5.2*	1.1*	-16*	-94*	-88*
COc1ccc(/C=N/Nc2ccnc3c(OC)cccc23)c2cccnc12	108	109	96	84	102	110	97	98	75
CCSc1nnc2c(/C=C/c3ccc(OC)cc3)nc3ccccc3n12	85	101	·	99	92	97	77	70	101
Cn1ccc(Cc2cnc(N)s2)n1	100	106	101	94	99	102	94	84	107
COc1cc(C=C2C(=O)NC(=S)NC2=O)cc(CN2CCN(C)CC2)c1O	105	111	106	110	102	107	96	111	105
CN(C)CCCN1c2nc3ccccc3cc2Sc2cc3ccccc3nc21	-100*	-89*	-34*	-6.0*	40	-23*	-17*	-68*	·
COc1ccc(C[C@H](N)C(=O)N[C@@H]2[C@@H](CO)OC(n3cnc4c(N(C)C)ncnc43)[C@@H]2O)cc1 (stereo not given in full)	·	-67*	-39*	-66*	-65*	93	43	-69*	-87*
